Source: PubChem
Pf Dd2 inh: qHTS Primary assay for Inhibitors of Plasmodium falciparum Dd2 growth in vitro | P. falciparum Dd2 growth, SYBR Green, 72 h | Potency, µM (doses to about 28.9 µM), inactives show top-dose activity, negative = inhibition, actives largely listed as inhibitors | hit rate 4.3% among 120,000 | AID 1347417, 2020; active = well fitted inhibition curve with a large enough effect; inconclusive = small, poorly fitted or top-dose-only effect; inactive = no such curve, though single readings can be large or run the other way;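 note: plate controls were DMSO vehicle for no effect and reference drug for full effect; nearly all actives have a fitted effect of over 65% in size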
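Infected erythrocytes (Dd2, 0.3% parasitemia, 2.5% hematocrit final) are added to compound in RPMI-1640/Albumax II medium, grown 72 h at 37C in low oxygen, then lysed with saponin/Triton-X containing SYBR Green and read by fluorescence.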
Numbers without * were called inactive; i = inactive; ? = inconclusive; [ ] = another dose, or the depositor's remark. Potency is the fitted concentration of half-maximal effect. Not all compounds are listed. The share of hits here may be higher or lower than overall.

entry | Compound | Pf Dd2 inh
1 | Cc1ccc(CN(C(=O)c2ccccc2Br)C2CCS(=O)(=O)C2)o1 (configuration not stated) | 10.6%
2 | COc1cccc(NC(=O)CSC2=Nc3ccccc3C3=NC(CC(=O)NCCc4ccccc4)C(=O)N23)c1 (configuration not stated) | i
3 | O=C(c1nc(-c2ccc(Cl)nc2)c2cnccn12)N1CCOCC1 | 5.0%
4 | CN(C)S(=O)(=O)c1ccc2c(c1)nnn2CCNC(=O)Nc1ccc(Cl)cc1 | 1.2%
5 | C[C@H]1[C@@H]2[C@@H](O)C([C@H](C)C(=O)NCc3ccccc3)CC[C@@]2(C)CC[C@@H]1NC(=O)c1ccccc1 (some centres not stated) | -2.1%
6 | Cc1cnc(CC2CCN(C(=O)C3CCC3)C2)n1C1CC1 (configuration not stated) | -22.3%
7 | CCCNC(=O)C1Cc2cc(S(=O)(=O)N3CCCCCC3)ccc2N1C(C)=O (configuration not stated) | 35.0%[activator]
8 | Cc1cccc(NC(=O)Cn2ccn3nc4c(c3c2=O)CCCC4)c1C | i
9 | Cc1ccc(S(=O)(=O)c2cn(Cc3ccc(F)cc3)c3cc(F)c(F)cc3c2=O)cc1 | 13.4%
10 | COc1ccc(CC(=O)N2CC(c3nnc(-c4ccc(C)cc4)o3)C3(CCOCC3)C2)cc1 (configuration not stated) | ?
11 | Cc1cccc(OCC(=O)NCCn2ccn3nc(-c4ccc(C)cc4C)cc3c2=O)c1 | ?
12 | Cc1ccc(CN2CCC(Oc3ccc4ncccc4c3)(C(=O)O)CC2)o1 | 9.1%
13 | COCC(=O)NC[C@H]1OC[C@@H](N(Cc2ccncc2)Cc2ccncc2)[C@@H]1O | 0.1%[44.1 µM]
14 | COc1ccccc1CC(=O)N1CCCc2ncc(C(=O)NCCOc3ccccc3)cc21 | i
15 | Cc1cc(-c2cc(-c3cccs3)nc3c(C)noc23)ccn1 | 0.6%[44.1 µM]
16 | Cn1ccc(CN2CCC3(C2)NC(=O)c2ccccc2CO3)c1 (configuration not stated) | ?
17 | CCCS(=O)(=O)N1CC[C@@H]2C(=O)NCCCCCCN(Cc3ccncc3)[C@@H]2C1 | ?
18 | COc1ccc(-c2nc(SCC(=O)Nc3ccccc3)c(-c3ccc(F)cc3)[nH]2)cc1OC | ?
19 | N#Cc1ccc(CN2CCC3(C2)C(=O)Nc2ccccc23)cc1 (configuration not stated) | -9.9%
20 | COc1ccc(-c2nc3cc(NC(=O)COc4ccc(F)cc4)ccc3o2)cc1 | ?
21 | Cc1ccc(-n2nnnc2CNC(=O)c2ccccc2F)cc1C | 5.2%
22 | CN1CCN(C(=O)CCC[C@@H]2[C@H]3CCCN4CCC[C@@H](CN2Cc2ccccc2)[C@@H]34)CC1 | ?
23 | O=C(O)c1ccccc1C(=O)N1Cc2[nH]cnc2C[C@H]1c1nc(-c2ccncc2)no1 | -12.5%[44.1 µM]
24 | Cc1cc2nc3n(c(=O)c2n1CC(=O)N1CCN(c2ccccc2F)CC1)CCCCC3 | i
25 | CN(Cc1ccccc1)Cc1cn([C@H]2CO[C@H]3[C@@H]2OC[C@@H]3NC(=O)Nc2cccc(C(F)(F)F)c2)nn1 | -20.3%
26 | Cc1ccc(C)c(Cn2c(C)c(CNCc3ccc(F)cc3)c(C(=O)O)c2C)c1 | 38.9%[activator][5.79 µM]
27 | CCCC(=O)NC(C)c1nc2ccccc2n1Cc1ccccc1 (configuration not stated) | 1.7%
28 | O=C(c1ccncc1)N1CCC2(CC1)CC(N(Cc1ccccc1)C1CC1)CCO2 (configuration not stated) | ?
29 | COc1ccccc1C(=O)N1CCN(C(=O)c2nnn3c2COC(c2ccc(Cl)cc2)C3)CC1 (configuration not stated) | -24.8%
30 | Cc1[nH]c2ccccc2c1SCCNC(=O)c1ccc(F)cc1 | -28.3%

Laid out differently: 2 of the compounds above.
21) Cc1ccc(-n2nnnc2CNC(=O)c2ccccc2F)cc1C
  Pf Dd2 inh = 5.2%

22) CN1CCN(C(=O)CCC[C@@H]2[C@H]3CCCN4CCC[C@@H](CN2Cc2ccccc2)[C@@H]34)CC1
  Pf Dd2 inh = ?

Next section
entry | Compound | Pf Dd2 inh
31 | O=C(c1ccc(Cl)cc1)N1CCC(N2CCCC2)CC1 | 2.1%
32 | C=CCC(CC=C)(CNC(=O)C(=O)Nc1cccc(C(F)(F)F)c1)c1ccccc1 | ?
33 | Cn1cc(CNC(=O)C[C@@H]2C[C@H]3O[C@H](CNCc4ccncc4F)[C@@H](O)[C@H]3O2)cn1 | 13.5%[44.1 µM]
34 | O=C(Nc1cccc2ccccc12)O[C@@H]1CO[C@H]2[C@@H]1OC[C@@H]2NC(=O)N1CCOCC1 | i
35 | COC(=O)c1ccccc1NC(=O)c1sc2nc(C)cc(C)c2c1NC(=O)c1ccccc1Cl | 5.3%
36 | CN(C)[C@@H]1CN(C2CCCC2)CC[C@@H]1CO | i
37 | O=C1NC(C(=O)Nc2cccc(Cl)c2)Cn2cccc21 (configuration not stated) | -18.1%
38 | CCn1cc(S(=O)(=O)N2CCC(c3noc(-c4cccnc4)n3)C2)cn1 (configuration not stated) | 6.9%[5.79 µM]
39 | O=S(=O)(c1ccc(-c2cc(C(F)(F)F)on2)s1)N1CCN(c2cccc(Cl)c2)CC1 | 1.6%
40 | CC(=O)N1CCc2c(sc3c2c(=O)n(-c2ccccc2C)c(=O)n3CC(=O)c2ccccc2)C1 | -3.7%
41 | CCc1ccccc1NC(=O)Cn1nnc(C(=O)Nc2ccc(OC)c(OC)c2)c1N | 2.0%
42 | CC(C)c1ccc(NC(=O)C2CCN(S(=O)(=O)c3ccc(Br)s3)CC2)cc1 | i
43 | CCCn1c(C)cnc1CC1CCCN(S(=O)(=O)c2cc(OC)ccc2OC)C1 (configuration not stated) | 1.26µM*
44 | COc1ccc(C(CC(=O)Nc2ccc(C)cn2)N2Cc3ccccc3C2=O)cc1OC (configuration not stated) | -12.0%
45 | COc1ccccc1CC(=O)N1CCC[C@H]1c1nc(-c2ccc(OC)c(OC)c2)no1 | -22.4%
46 | CN1CCCN(C(=O)c2cn3ccnc(-c4ccccc4)c3n2)CC1 | ?
47 | COCC1CN(C(C)=O)CC12CCN(Cc1c[nH]c3ccc(OC)cc13)CC2 (configuration not stated) | 7.5%
48 | c1ccc(CCCc2noc(-c3ccc(N4CCOCC4)nc3)n2)cc1 | ?
49 | CSCC[C@H](N)C(=O)N1CCC2(CCC(=O)N(Cc3ccccc3)C2)CC1 | -17.4%
50 | CCCn1c2ccccc2c2cnn(CC(=O)N3CCN(c4ccccc4)CC3)c(=O)c21 | 40.2%[activator]
51 | CNC(=O)N1CCC(C2CCN(C(=O)c3cnn(C)c3)C2)CC1 (configuration not stated) | -2.0%
52 | O=C(c1ccc(F)cc1)N1CCN(c2cc(-c3ccc(F)cc3)[nH]n2)CC1 | -8.3%
53 | CCc1cccc(NC(=O)N2CCC(OC3CCN(Cc4ccccc4)CC3)CC2)c1 | -7.2%
54 | CC(C)c1ccc(NC(=O)CCS(=O)(=O)c2cccc3nonc23)cc1 | 21.1%
55 | Cc1ccc(-c2ccc3nnc(CNC(=O)Cc4cccc(Cl)c4)n3n2)cc1 | -6.7%
56 | Cc1cc(C(=O)N2CCC(c3n[nH]c(=O)n3Cc3ccccc3)CC2)on1 | -0.9%
57 | COc1ccc(Cl)cc1C(=O)N1CCC2(CC1)NC(=O)N(c1cccc(F)c1)N2 | 10µM*
58 | Cc1ccc(C)c(N2CCN(C(=O)CCc3c(C)nc4c(c3C)c(=O)n(C)c(=O)n4C)CC2)c1 | 31.5%
59 | NC(=O)Cc1c[nH]c2ncc(-c3ccc(Oc4ccccc4)cc3)cc12 | i
60 | O=C(NCCc1cccnc1)c1cccc2c1CCN2C(=O)Nc1ccc(F)cc1 | ?
61 | CC(C)S(=O)(=O)N1CCC2(CC1)CC1C(=O)NCCN1C2 (configuration not stated) | 23.0%
62 | Cn1ccc(C(=O)N2CCC3(CC2)CC(=O)N(C/C=C/c2ccccc2)C3)n1 | -23.7%
63 | COc1ccc(C(=O)C2CCCN(Cc3csc(C(C)=O)c3)C2)c(OC)c1 (configuration not stated) | ?
64 | Cc1nc(N2CCCC2)nc(N2CCC3(CC2)OCCCC3O)c1C (configuration not stated) | i
65 | O=C(NCc1ccc2c(c1)OCO2)c1ccc2c(c1)N(C(=O)c1ccc(F)cc1)CC2 | -18.3%
66 | CC1(CNc2ccccc2)COc2ccc(C(=O)Nc3ccc4[nH]ccc4c3)cc2N1 (configuration not stated) | ?
67 | COc1ccc2cc(C(=O)NCC(=O)N3CCCCCCNC(=O)CC3c3ccccc3)[nH]c2c1 (configuration not stated) | 14.1µM*
68 | Cn1cc(CN2C[C@@H](F)[C@@H](OCc3nc4ccc(F)cc4[nH]3)C2)cn1 | ?
69 | Cn1c(=O)c2c(-c3ccc(Cl)cc3)n(Cc3ccccc3)cc2n(C)c1=O | i
70 | COc1cc(-c2[nH]ncc2CN2CCCC2c2ccccn2)cc(OC)c1OC (configuration not stated) | -6.2%
71 | O=C(c1cccnc1)N1CCC(OC2CCN(Cc3cccnc3)CC2)CC1 | ?
72 | Cc1ccc(Cn2cc(C(=O)c3ccc4c(c3)OCO4)c(=O)c3cc(C)ccc32)cc1 | 10µM*
73 | Cc1ccsc1C(=O)NC1CCN(c2cnn(Cc3ccccc3)c(=O)c2)CC1 | ?
74 | Cc1ccc(C)c(NC(=O)Cn2c(=O)c(-c3noc(C)n3)c3n(c2=O)CCCC3)c1 | i
75 | CCOCCc1nn2c(=O)cc(COC(=O)c3ccccc3NC(=O)CC(C)C)nc2s1 | ?
76 | O=C(c1ccc2c(c1)N(Cc1ccc(Cl)cc1)C(=O)c1ccccc1S2=O)N1CCCCC1 (configuration not stated) | -11.4%
77 | CCCN(Cc1ccc(S(=O)(=O)NC)cc1)Cc1ccccc1OC | -19.7%
78 | Cc1ccccc1S(=O)(=O)Cc1ccc(C(=O)NCc2ccccc2Cl)o1 | 21.0%
79 | O=C1NCCCCCCN(C(=O)c2ccco2)[C@H]2C[C@H](C(=O)N3CCc4ccccc4C3)C[C@@H]12 | ?
80 | COC(=O)[C@@H]1C[C@@H](NS(=O)(=O)c2ccc(C(F)(F)F)cc2)CN1C | -4.5%

The list goes on.
entry | Compound | Pf Dd2 inh
81 | COc1ccc(C(=O)N[C@@H]2CCC[C@@H]2C(=O)NCCN2CCCCC2)cn1 | -5.1%
82 | O=C1[C@@H]2C[C@@H](O)CN2C2(CN(Cc3c[nH]c4ccccc34)C2)C(=O)N1Cc1ccccc1F | -5.9%
83 | O=C(CCc1cc2n(n1)CCCNC2)Nc1ccc(-n2cncn2)cc1 | -2.4%
84 | O=C(c1cccnc1OC1CCN(Cc2ccccn2)C1)N1CCOCC1 (configuration not stated) | i
85 | Cc1ccc(N(C)S(=O)(=O)c2nnc(NC(=O)CC(C)C)s2)cc1 | 3.9%
86 | O=C(NCCN1CCOCC1)c1noc(-c2ccccc2F)n1 | 11.1%
87 | Cc1ccc(-c2ccc3nnc(CNC(=O)c4nccc5ccccc45)n3n2)cc1 | ?
88 | COc1ccccc1CNC(=O)c1c(C)sc2ccn(Cc3ccc(F)cc3)c(=O)c12 | ?
89 | O=C1CCN(C(=O)C2(c3ccccc3)CC2)CCCCCCN1 | -22.6%
90 | COc1ccc(S(=O)(=O)NC[C@H]2O[C@@H](CO)[C@@H](O)[C@H]2N2CCCC2)cc1 | -17.4%[44.1 µM]
91 | COCCn1c(C)cc(C(=O)N2CCC[C@H](n3c(=O)n(C)c4cccnc43)C2)c1C | -9.2%
92 | Cc1c2cnn(CC(=O)NCc3ccccc3)c(=O)c2c(C)n1Cc1cccc(Cl)c1 | -24.7%
93 | Cc1cc(C)cc(CN2CCCCC23Cc2ccccc2CNC3=O)c1 (configuration not stated) | ?
94 | COc1cc(C)c2c(c1C)C[C@H](C(C)C(=O)NCc1cccs1)CC2 (some centres not stated) | 11.2µM*
95 | CCCCCC(=O)N1CC[C@H]2COC(=O)N2c2cc(F)ccc2C1 | -14.9%[44.1 µM]
96 | COc1ccc(-c2cc(N3CCC(NC(=O)c4cccc(C)c4)CC3)n[nH]2)cc1 | -10.2%
97 | C#C[C@H]1CN2CC[C@H]1C[C@@H]2CNS(=O)(=O)CCC | i
98 | CCc1nc2nccc(-c3ccsc3)n2n1 | -6.0%
99 | COc1ccc(OC)c(NC(=O)Cc2c(C(=O)O)n(C)c3ccc(C)cc23)c1 | 1.2%
100 | COCc1nc(CCNS(=O)(=O)c2ccc(OC)cc2)no1 | 64.0%[activator]
101 | COc1ccc(C2(C(=O)N3CC(CO)C4(CCNCC4)C3)CCCCC2)cc1 (configuration not stated) | -20.1%
102 | CN(Cc1ccsc1)Cc1nc(C(c2ccccc2)c2ccccc2)no1 | i
103 | CC(C)SCC(=O)N1CCCC(N2CCN(c3ccc(F)cc3)CC2)C1 (configuration not stated) | -15.9%
104 | COc1ccc(C(=O)N[C@@H]2CCC[C@@H]2C(=O)N(C)CCc2ccccn2)cn1 | i
105 | Cc1ccc(NC(=O)N[C@H]2C[C@@](O)(C(=O)N[C@H]3CCCNC3=O)C[C@@H](O)[C@@H]2O)cc1 | 29.7%[44.1 µM]
106 | CC(=O)N1CCCc2cc(S(=O)(=O)N3CCC(C(=O)Nc4cccc(Cl)c4C)CC3)ccc21 | -8.0%
107 | Cc1noc([C@H]2CCN(CC3CC3)C[C@H]2NC(=O)C2CCOCC2)n1 | i[5.79 µM]
108 | COc1cccc(NC(=O)CCCn2c(=O)c3cccn3c3cccnc32)c1 | -18.6%
109 | COc1cccc(CN2Cc3nc(-c4cc(F)cc(F)c4)ccc3OCC2=O)c1 | -14.6%[44.1 µM]
110 | Cn1c(SCC(=O)N2CCOCC2)ncc(C(=O)Nc2ccccc2)c1=O | i
111 | Cc1ccc(C)c(Nc2nn3c(=O)c4cc5c(cc4nc3s2)OCO5)c1 | -11.9%
112 | COc1ccc(-n2nc(C3CCCN(C(=O)c4ccccc4)C3)[nH]c2=O)cc1 (configuration not stated) | 11.2µM*
113 | Fc1ccc([C@@H]2Nc3ccccc3[C@@H]3C=CC[C@@H]32)cc1 | ?
